Assay outcomes deposited in PubChem BioAssay by Broad Institute.
C diff HTS – C. difficile growth inhibitors, primary screen, HTS. Clostridium difficile clinical isolate growth, OD600, 24 h; stronger effect = lower value. growth activity, negative = inhibition, % at 16 µg/mL (by protocol). actives 0.25% (n = 86,000). AID 1259249, 2017;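 active = mean growth activity at or below -80% and every replicate also at or below -80%; inconclusive = mean at or below -80% but some replicate above -80%; inactive = mean growth activity above -80%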;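 also: 0% = DMSO wells and -100% = levofloxacin 16 µg/mL wells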
GASC1 inh – inhibitors of GASC-1 (KDM4C) histone demethylase, primary screen, biochemical, single concentration HTS. GST-KDM4C 2-372, H3K9me3 peptide, LANCE TR-FRET. inhibition, % at 12.5 µM. actives 0.15% (n = 96,000). AID 720574, 2013;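 active = mean replicate inhibition above about 25%, with at least 55% of replicates also reaching it, limit read from the data, passing the limit was not always enough; inconclusive = only one of those two conditions met; inactive = neither condition met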
Target sequence (Q9H3R0 2-372 limits assumed): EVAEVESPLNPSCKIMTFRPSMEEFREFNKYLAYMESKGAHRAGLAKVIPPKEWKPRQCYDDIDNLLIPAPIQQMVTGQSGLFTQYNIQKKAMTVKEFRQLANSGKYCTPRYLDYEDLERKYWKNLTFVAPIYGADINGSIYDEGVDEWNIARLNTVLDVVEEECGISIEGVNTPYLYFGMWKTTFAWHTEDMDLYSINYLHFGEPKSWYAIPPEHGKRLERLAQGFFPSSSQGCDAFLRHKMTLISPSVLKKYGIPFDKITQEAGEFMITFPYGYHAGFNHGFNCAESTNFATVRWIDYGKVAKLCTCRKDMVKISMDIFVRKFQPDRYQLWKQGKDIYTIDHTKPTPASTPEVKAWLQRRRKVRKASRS
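System – N-terminal GST-fused human GASC-1 (KDM4C) fragment, residues 2-372 · Input – enzyme final amount 10 nM · Technique – LANCE TR-FRET, Eu antibody, ULight-streptavidin, EDTA, ex 340 nm, em 618/671 nm · Medium – HEPES buffer, pH 7.5, plus ascorbate · Incubation – enzyme reaction 30 min, then detection 60 min, both room temperature · Reagent – H3K9me3 peptide with Fe(II)/2OG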
T cruzi growth – T. cruzi intracellular proliferation inhibitors, primary screen, cell-based, beta-gal Tulahuen parasites, NIH3T3 host, luminescence. T. cruzi beta-gal in NIH3T3, GalScreen luminescence, 90 h. inhibition, % at 8.34 µM. actives 5.9% (n = 77,000);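 active = mean inhibition above about 93%, with at least 55% of replicates each passing it, limit read from the data, passing the limit was not always enough; inconclusive = only one of those two conditions holds; inactive = neither condition holds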
Pf Dd2 inh – P. falciparum Dd2 growth inhibitors, primary screen, SYBR Green fluorescence, single dose replicates | actives 2.3% (n = 94,000) | 72 h; stronger effect = lower value | activity change, % at 10 µM; in the data active = activity change below about -80%; inconclusive = no clear call, values can overlap the other calls
Starred values were filed as active, the others as inactive; ? = inconclusive; / = no result given; & = joins results of further samples.

SMILES | C diff HTS | GASC1 inh | T cruzi growth | Pf Dd2 inh
COc1ccc(NC(=O)Nc2ccc3c(c2)C(=O)N([C@@H](C)CO)C[C@H](C)[C@H](CN(C)Cc2ccc4c(c2)OCO4)OCCCC[C@H](C)O3)cc1 | 9 | 0.1 | 118* | -77
CN1C(=O)c2cc(NS(C)(=O)=O)ccc2OC[C@H]2O[C@H](CC(=O)NCc3ccc(-c4ccccc4)cc3)CC[C@H]21 | 1 | 2.5 | 16 | /
Cc1ccc(S(=O)(=O)Nc2ccc3c(c2)C(=O)N([C@H](C)CO)C[C@H](C)[C@@H](CN(C)C(=O)C2CCCCC2)OCCCC[C@@H](C)O3)cc1 | 2 | 0.6 | 33 | -60
C[C@H](CO)N1C[C@H](C)[C@H](CN(C)Cc2ccncc2)OCCCC[C@H](C)Oc2ccc(NC(=O)c3ccccc3)cc2C1=O | -4 | -0.8 | 75 | 15
Cc1ccc(S(=O)(=O)Nc2ccc3c(c2)C(=O)N([C@H](C)CO)C[C@H](C)[C@H](CN(C)S(=O)(=O)c2c(C)noc2C)OCCCC[C@@H](C)O3)cc1 | 4 | 0.0 | 23 | 48
COc1ccc2c3c(n(C)c2c1)[C@H](CO)NCC31CN(C(=O)Nc2ccc3c(c2)OCO3)C1 | -3 | -0.5 | / | -3
C[C@H]1CN([C@@H](C)CO)S(=O)(=O)c2ccc(C3=CCCC3)cc2O[C@H]1CN(C)Cc1ccccc1F | -1 | -2.6 | 94 | -44
COCC#Cc1cnc2c(c1)C(=O)N([C@@H](C)CO)C[C@@H](C)[C@@H](CN(C)C(=O)Nc1ccccc1F)O2 | 1 | -3.2 | 22 | -12
O=C(C[C@@H]1C=C[C@@H](NC(=O)c2ccc3c(c2)OCO3)[C@H](CO)O1)NC1Cc2ccccc2C1 | -3 | 0.4 | 54 | 22
COc1ccc(S(=O)(=O)N(C)C[C@@H]2Oc3c(NC(=O)c4ccncc4)cccc3C(=O)N([C@H](C)CO)C[C@H]2C)cc1 | / | -0.6 | 69 | 18
COc1cccc(-c2ccccc2[C@H]2[C@@H](C#N)N(C(=O)Cc3ccccc3)[C@@H]2CO)c1 | 17 | 1.0 | / | -2
COc1cccc(CN(C)C[C@H]2OCc3cnnn3CCCC(=O)N([C@@H](C)CO)C[C@H]2C)c1 | 1 | -0.1 | 15 | 2
C[C@@H]1CN([C@@H](C)CO)C(=O)c2cc(NC(=O)Nc3ccc4c(c3)OCO4)ccc2O[C@@H]1CN(C)Cc1ccccc1 | 7 | 1.9 | -11 | 20
O=C(NCCc1ccncc1)[C@H]1N[C@H]2c3ccc(/C=C/c4ccccc4)c(=O)n3C[C@H]2[C@@H]1CO | -2 | -1.9 | 4 | /
COc1cccc(CN(C)C[C@@H]2OCc3cnnn3CCCC(=O)N([C@@H](C)CO)C[C@@H]2C)c1 | 0 | -1.5 | 39 | 34
CCCC#Cc1ccc2c(c1)O[C@H](CN(C)C(=O)NCCC)[C@@H](C)CN([C@H](C)CO)S2(=O)=O | 0 | 0.1 | 47 | 1
CO[C@@H]1CN(C)C(=O)c2ccc(NC(=O)c3nc4ccccc4s3)cc2OC[C@H](C)N(Cc2cncnc2)C[C@H]1C | / | 1.1 | / | -44
CC(C)NC(=O)N1CC(=O)N2[C@H](C1)[C@@H](c1ccc(C#CCN(C)C)cc1)[C@@H]2CO | 4 | 4.1 | / | 9
C[C@H]1CN([C@@H](C)CO)C(=O)c2cccc(NC(=O)Nc3ccc4c(c3)OCO4)c2O[C@H]1CN(C)Cc1ccccc1 | 0 | 1.5 | -2 | -22
COC(=O)C[C@@H]1CC[C@@H]2[C@@H](COc3ccc(NC(=O)c4cscn4)cc3C(=O)N2C)O1 | -3 | 0.9 | 16 | -57

A second format for some results above.
C[C@H](CO)N1C[C@H](C)[C@H](CN(C)Cc2ccncc2)OCCCC[C@H](C)Oc2ccc(NC(=O)c3ccccc3)cc2C1=O
  C diff HTS: -4; GASC1 inh: -0.8; T cruzi growth: 75; Pf Dd2 inh: 15
CC(C)NC(=O)N1CC(=O)N2[C@H](C1)[C@@H](c1ccc(C#CCN(C)C)cc1)[C@@H]2CO
  C diff HTS: 4; GASC1 inh: 4.1; T cruzi growth: /; Pf Dd2 inh: 9
CN1C(=O)c2cc(NS(C)(=O)=O)ccc2OC[C@H]2O[C@H](CC(=O)NCc3ccc(-c4ccccc4)cc3)CC[C@H]21
  C diff HTS: 1; GASC1 inh: 2.5; T cruzi growth: 16; Pf Dd2 inh: /

Additional compounds
SMILES | C diff HTS | GASC1 inh | T cruzi growth | Pf Dd2 inh
Cc1noc(C)c1NC(=O)N(C)C[C@@H]1Oc2c(NC(=O)Nc3ccc(C(F)(F)F)cc3)cccc2C(=O)N([C@H](C)CO)C[C@@H]1C | / | 0.4 | 74 | 1
CCC(=O)N1CC(=O)N2[C@@H](CO)[C@@H](c3ccc(C#Cc4cccc(F)c4)cc3)[C@@H]2C1 | 1 | -0.3 | / | -14
COCC(=O)N1CC(=O)N2[C@H](CO)[C@@H](c3ccc(-c4cccnc4)cc3)[C@@H]2C1 | 2 | -0.5 | / | 24
Cc1ccccc1S(=O)(=O)N1CC(=O)N2[C@H](CO)[C@H](c3ccc(C#CCC4CCCC4)cc3)[C@@H]2C1 | -2 | 0.3 | / | -52
Cc1ccc(S(=O)(=O)N(C)C[C@@H]2OCc3ccccc3-c3c(n(C)c4ccccc34)C(=O)N([C@@H](C)CO)C[C@H]2C)cc1 | / | 2.6 | 75 | -81*
CCCNC(=O)N1C[C@@H]2[C@H](c3ccccc31)[C@H](CO)N2C(=O)C1CCOCC1 | 9 | -3.1 | 24 | -6
CO[C@@H]1CN(C)C(=O)c2ccc(NC(=O)NC(C)C)cc2OC[C@@H](C)N(Cc2cncnc2)C[C@H]1C | / | 7.7 | -2 | /
C[C@H]1CN([C@@H](C)CO)C(=O)c2cccc(NS(=O)(=O)c3cn(C)cn3)c2O[C@H]1CN(C)Cc1ccncc1 | 0 | 0.9 | / | 7
C[C@H](CO)N1C[C@H](C)[C@H](CN(C)Cc2ccc(Oc3ccccc3)cc2)Oc2ccc(NC(=O)NC3CCCCC3)cc2C1=O | 31 | -3.0 | 36 | -2
COC(=O)C[C@H]1C[C@@H]2c3cc(NC(=O)CC4CC4)ccc3O[C@@H]2[C@H](CO)O1 | -1 | -3.1 | 3 | 9
N#Cc1cccc(-c2ccc([C@@H]3[C@H](CO)N4CCCCN(C(=O)Nc5ccccc5)C[C@@H]34)cc2)c1 | 37 | -0.5 | 98* | -17
O=C(C[C@@H]1C[C@@H]2c3cc(NC(=O)Nc4ccccc4)ccc3O[C@@H]2[C@@H](CO)O1)NCc1cccnc1 | 0 | -1.9 | 19 | -11
C[C@@H]1CN([C@@H](C)CO)C(=O)c2cc(C3=CCCC3)cnc2O[C@H]1CN(C)C(=O)c1ccc2c(c1)OCO2 | -3 | -0.4 | / | -6
COc1ccc2c3c([nH]c2c1)[C@@H](CO)N(C(=O)C1CCC1)CC31CN(C)C1 | 4 | -2.2 | / | 46
O=C(C[C@@H]1C=C[C@@H](NS(=O)(=O)c2ccccc2)[C@H](CO)O1)N1CCc2ccccc2C1 | -4 | -0.5 | 31 | -41
C[C@H]1CN([C@@H](C)CO)C(=O)c2cc(C#CCN(C)C)cnc2O[C@@H]1CN(C)Cc1ccccn1 | -11 | 3.8 | 53 | -11
COCC(=O)Nc1ccc2c(c1)OC[C@H](C)N(C(=O)C1CCCC1)C[C@H](C)[C@H](OC)CN(C)C2=O | -3 | 0.0 | -11 | -21
C[C@@H]1CN([C@@H](C)CO)C(=O)c2cc(-c3ccc(F)cc3)cnc2O[C@@H]1CN(C)CC1CCCC1 | 19 | 2.7 | -23 | -11
C[C@H](CO)N1C[C@H](C)[C@H](CN(C)C(=O)Nc2cccc3ccccc23)Oc2ccc(NS(=O)(=O)c3ccc(Cl)cc3)cc2C1=O | -2 | 0.1 | 71 | -12
C[C@@H]1CN([C@@H](C)CO)C(=O)c2cc(-c3ccc(F)cc3)cnc2O[C@@H]1CN(C)C(=O)Nc1ccccc1F | 1 | -1.6 | 51 | -13
C[C@H](CO)N1C[C@H](C)[C@H](CN(C)C(=O)NC2CCCC2)Oc2ncc(C#CCN(C)C)cc2C1=O | -3 | 2.1 | -117 | 37
OC[C@H]1[C@H](c2ccc(/C=C/c3ccccc3)cc2)[C@@H]2CN(Cc3cccnc3)CCCCN12 | 12 | -0.9 | 104* | -71
C[C@@H]1CN([C@@H](C)CO)C(=O)c2cccc(NC(=O)Nc3cccc4ccccc34)c2O[C@@H]1CN(C)Cc1ccc(C(=O)Nc2ccccc2N)cc1 | 8 | -1.6 | / | -92*
COc1ccc2c3c([nH]c2c1)[C@@H](CO)NCC31CCN(C(=O)Nc2ccccc2F)CC1 | 20 | 14 | / | -71
C[C@@H]1CCCCO[C@@H](CN(C)Cc2ccncc2)[C@H](C)CN([C@@H](C)CO)C(=O)c2cc(NC(=O)CCC(F)(F)F)ccc2O1 | -1 | -0.7 | -2 | -13
C[C@@H]1CN([C@@H](C)CO)C(=O)c2cc(NC(=O)CCCCCC(=O)Nc3ccccc3N)ccc2O[C@H]1CN(C)S(=O)(=O)c1cccs1 | / | 0.9 | 42 | -73
CN1CCN(C(=O)C[C@@H]2C=C[C@H](NC(=O)c3ccc4c(c3)OCO4)[C@H](CO)O2)CC1 | 4 | 0.0 | 17 | -2
O=C(N[C@H]1CC[C@H](CCNS(=O)(=O)c2cccc(Cl)c2)O[C@@H]1CO)c1ccncc1 | / | -0.9 | 63 | -6
O=C(Cc1ccccn1)NCC[C@H]1CC[C@H](NC(=O)c2ccccc2F)[C@@H](CO)O1 | / | 1.1 | 28 | -2
Cc1ccccc1-c1cnc2c(c1)C(=O)N([C@H](C)CO)C[C@@H](C)[C@@H](CN(C)Cc1cncnc1)O2 | -2 | -2.3 | / | 3
CN(C)C(=O)C[C@H]1C=C[C@H](NC(=O)Nc2cccc(F)c2)[C@H](CO)O1 | 6 | 1.4 | -43 | -6
C[C@H]1CN([C@@H](C)CO)C(=O)Cc2cc(NC(=O)c3ccncc3)ccc2O[C@H]1CN(C)S(C)(=O)=O | -2 | 0.0 | -10 | -26
C[C@H]1CN([C@@H](C)CO)C(=O)c2cc(/C=C/c3ccccc3)cnc2O[C@H]1CN(C)Cc1ccc2c(c1)OCO2 | 9 | -0.6 | 72 | -33
C[C@H](CO)N1C[C@H](C)[C@@H](CN(C)C(=O)Nc2cc(F)ccc2F)Oc2ncc(-c3cccc(F)c3)cc2C1=O | -6&-4 | -1.0 | 14&46 | -41&-61
O=C(C[C@H]1CC[C@@H]2[C@H](COC[C@@H](O)CN2C(=O)Cc2ccccc2)O1)NC1CCC1 | / | 1.7 | -7 | -20
O=C(NCC[C@H]1CC[C@H](NC(=O)c2ccc3c(c2)OCO3)[C@@H](CO)O1)Nc1cc(F)ccc1F | / | -1.0 | 37 | -1
COc1cccc(C#Cc2ccc3c(c2)O[C@@H](CN(C)S(=O)(=O)c2ccccc2F)[C@@H](C)CN([C@@H](C)CO)S3(=O)=O)c1 | 10 | 7.2 | ? | -44
CC(C)NC(=O)Nc1ccc2c(c1)C(=O)N([C@@H](C)CO)C[C@@H](C)[C@@H](CN(C)C(=O)NC1CCCCC1)O2 | 4 | -0.9 | 6 | 14
CC=Cc1ccc2n(c1=O)C[C@H]1[C@H](CO)[C@@H](C(=O)Nc3ccc(-c4ccccc4)cc3)N(C)[C@@H]21 (mixture of isomers) | 18 | 0.7 | 90 | /
CNC[C@H]1OCCCC[C@H](C)Oc2ccc(NC(=O)Nc3ccccc3)cc2C(=O)N([C@H](C)CO)C[C@H]1C | -4 | 1.0 | 6 | -2
C[C@H](CO)N1C[C@H](C)[C@H](CN(C)C(=O)C2CC2)Oc2cc(-c3ccc(C#N)cc3)ccc2S1(=O)=O | 0 | -1.1 | 64 | -35
C[C@H]1CN([C@@H](C)CO)C(=O)c2cc(NC(=O)Cc3ccccc3)ccc2O[C@H]1CN(C)Cc1ccccc1 | 3 | 0.8 | 9 | 23
O=C(C[C@H]1CC[C@@H](NC(=O)c2cccc(F)c2)[C@H](CO)O1)NCc1ccc(Oc2ccccc2)cc1 | -8 | -0.6 | 17 | 18

Reprinted at random: four records from the list.
SMILES | C diff HTS | GASC1 inh | T cruzi growth | Pf Dd2 inh
O=C(N[C@H]1CC[C@H](CCNS(=O)(=O)c2cccc(Cl)c2)O[C@@H]1CO)c1ccncc1 | / | -0.9 | 63 | -6
C[C@H]1CN([C@@H](C)CO)C(=O)c2cc(NC(=O)Cc3ccccc3)ccc2O[C@H]1CN(C)Cc1ccccc1 | 3 | 0.8 | 9 | 23
C[C@H]1CN([C@@H](C)CO)C(=O)c2cc(/C=C/c3ccccc3)cnc2O[C@H]1CN(C)Cc1ccc2c(c1)OCO2 | 9 | -0.6 | 72 | -33
O=C(C[C@H]1CC[C@@H](NC(=O)c2cccc(F)c2)[C@H](CO)O1)NCc1ccc(Oc2ccccc2)cc1 | -8 | -0.6 | 17 | 18
